Bioassay records as filed in PubChem BioAssay.
A549 viability: Nrf2 qHTS screen for inhibitors: counterscreen for cytotoxicity; AID 504648, 2011; Potency, µM (titrated, usually from 46 µM), without a hit: at the top dose activity change, negative = cytotoxicity, most hits filed as inhibitors; A549 ARE-Fluc cells, CellTiter-Fluor viability, 18-24 h; 390,000 compounds, 0.16% hits; also: potency is read from the fitted curve at half-maximal effect; % is scaled to controls: 0 for no effect and ±100 for the full control effect
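A549 ARE_Fluc cells in 5% FBS OPTI-MEM were exposed to compounds in concentration-response for 18-24 h at 37 deg C. Viability was read by CellTiter-Fluor fluorescence (Ex 405/Em 525) after 30 min, before the luciferase read.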
ATXN viability: Viability Counterscreen for Primary qHTS for Inhibitors of ATXN expression; 400,000 compounds, 0.49% hits; AID 651635, 2014; S2 cells (HEK-293 line with an ATXN2-luciferase reporter) viability, CellTiter-Fluor protease fluorescence, 24 h; Potency, µM (series often up to 56.7 µM), actives largely listed as cytotoxic; also: potency is read from the fitted curve at half-maximal effect; nearly all actives have a fitted effect of over 40% in size
Nrf2 activator: qHTS of Nrf2 Activators; 410,000 compounds, 0.31% hits; AREc32 ARE-luciferase reporter (MCF7-derived line), luminescence, 24 h; AID 624171, 2012; Potency, µM (top dose mostly 46.1 µM), for inactives: top-dose activation, most hits filed as activators; also: potency is read from the fitted curve at half-maximal effect; % of control where 0% means no effect; nearly all actives have a fitted effect of over 65% in size
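AREc32 cells carrying an ARE-driven firefly luciferase, 1000 cells/well in OPTI-MEM with 5% FBS, dosed after overnight attachment and incubated 24 hr at 37 deg C. Steady-Glo luminescence read after 30 min at RT.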
HepG2 tox: qHTS for Inhibitors of TGF-b: Cytotox Counterscreen. HepG2 CAGA-GFP viability, ATP luminescence, 18 h. Potency, µM (series often up to 46.1 µM), for inactives: at the highest dose activity change, negative = cytotoxicity, hits mostly cytotoxic. 410,000 compounds, 0.76% hits. AID 588856, 2011; also: potency is read from the fitted curve at half-maximal effect; some results filed as inactive show a strong effect at the top dose
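HepG2 CAGA-GFP cells (1000/well, DMEM with 1% FBS) received compound, then TGF-beta at 500 pg/mL final, and were incubated 18 hours at 37 degrees C. Viability was read by CellTiter-Glo luminescence. Media-only wells were set as complete cell-killing and DMSO as no toxicity.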
IL1B secr inh: qHTS for Inhibitors of Inflammasome Signaling: IL-1-beta AlphaLISA Primary Screen | activity change, % at 57.5 µM | 360,000 compounds, 4.7% hits | THP-1 LPS/ATP IL-1B secretion, AlphaLISA, 16 h; active compounds read low; in the data active = activity change below about -50%; inconclusive = mostly about -30% to -49%; also: % is scaled to controls: 0 for no effect and ±100 for the full control effect
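THP-1 cells pretreated 1 hr with compounds (up to 57.5 uM final), then stimulated with LPS (250 ng/mL final) plus ATP (1.25 mM final); secreted IL-1B measured by AlphaLISA after 16 hr, decreased signal indicating inhibition.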
Nrf2 block: Nrf2 qHTS screen for inhibitors; A549 ARE-Fluc reporter, luciferase luminescence, 18-24 h; Potency, µM (top dose mostly 46 µM), without a hit: at the top dose activity change, negative = inhibition, usual class: inhibitors; 360,000 compounds, 2.1% hits; AID 504444, 2011; also: potency is read from the fitted curve at half-maximal effect; % is scaled to controls: 0 for no effect and ±100 for the full control effect; nearly all actives have a fitted effect of over 60% in size
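Nrf2 function is reported as luminescence of an ARE-controlled luciferase in A549 cells. Compounds were tested at several concentrations, and a CellTiter-Fluor read on the same wells flagged cytotoxicity.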
MCF10A rereplic: A quantitative high throughput screen for small molecules that induce DNA re-replication in MCF 10a normal breast cells. MCF 10A DNA re-replication, Hoechst nuclear intensity, 48 h. Potency, µM (top dose mostly 46.1 µM), without a hit: at the top dose activity, positive = re-replication, usual class: activators. 350,000 compounds, 2.9% hits. AID 624296, 2012; also: potency is read from the fitted curve at half-maximal effect; % of control where 0% means no effect; nearly all actives have a fitted effect of over 50% in size
TGFb SMAD3 inh: qHTS for Inhibitors of TGF-b; HepG2 CAGA-GFP TGF-b/SMAD3 reporter, GFP fluorescence, 18 h; TGF-beta stimulated, 500 pg/mL final; Potency, µM (highest dose often 46.1 µM), for the others: at the highest dose activity, negative = inhibition, actives largely listed as inhibitors; 410,000 compounds, 1.2% hits; AID 588855, 2011; also: potency is read from the fitted curve at half-maximal effect; % is scaled to controls: 0 for no effect and ±100 for the full control effect; nearly all actives have a fitted effect of over 65% in size
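Cell-based qHTS in HEPG2 carrying a CAGA-GFP Smad reporter; compounds added before 500 pg/mL final TGF-beta, 18 h incubation at 37 degrees C, GFP fluorescence quantified per cell by imaging cytometry.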
ATXN2 expr inh: Primary qHTS for Inhibitors of ATXN expression; HEK-293 ATXN2-luciferase reporter, luminescence, 24 h; Potency, µM (series often up to 57 µM), inactives show at the top dose activity change, negative = inhibition, most hits filed as inhibitors; 360,000 compounds, 0.72% hits; AID 1745845, 2022; also: potency is read from the fitted curve at half-maximal effect; % is scaled to controls: 0 for no effect and ±100 for the full control effect; nearly all actives have a fitted effect of over 55% in size
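ATXN2-luciferase reporter cells (luciferase flanked by upstream and downstream ATXN2 gene portions) were treated 24 h at 37 °C with compounds at up to 57 uM. SteadyGlo luminescence gave expression; GF-AFC fluorescence gave viability.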
* hit, by the source's call; i = inactive; ? = inconclusive; . = not tested or not shown; & = joins results of further samples; [ ] = remark or other dose. Unless noted, calls follow the shape of the dose curve; as a rule, active = well fitted curve in the direction sought with a large enough effect; inconclusive = small, poorly fitted or top-dose-only effect, or another doubt; inactive = no such curve, though single readings can be large; an effect the other way counts as inactive or inconclusive.

SMILES | A549 viability | ATXN viability | Nrf2 activator | HepG2 tox | IL1B secr inh | Nrf2 block | MCF10A rereplic | TGFb SMAD3 inh | ATXN2 expr inh
COC(=O)[C@@]1(Cc2ccc(F)cc2)[C@H]2c3cc(C(=O)N(C)C)n(CCSCCO)c3C[C@H]2CN1C(=O)c1ccccc1 | -4% | i | 0.2% | -17% | -12 | -19% | 0% | ? | -12%
Cc1ccc(S(=O)(=O)N(C)C[C@@H]2Oc3c(NS(C)(=O)=O)cccc3C(=O)N([C@H](C)CO)C[C@@H]2C)cc1 | -3% | i | -0.5% | 4% | 2 | 5% | 1% | -1% | 1%
CCOc1ccc(Cl)cc1-c1cc(C(=O)Nc2ccc(C(C)C)cc2)[nH]n1 | . | ? | 4.4% | -17% | -9 | . | . | 10% | -1%
CCn1c(-c2ccc(C)cc2)n[nH]c1=S | -7% | i | 0.4% | -5% | 13 | -27% | -6% | 9% | -8%
O=C(O)CCC(=O)N(Cc1cccnc1)Cc1cccc(F)c1 | -4% | i | -0.3% | 0% | 7 | ? | 0% | ? | 0%
Cc1oc2nc(SCCCC(=O)NCCCO)nc(N)c2c1C | -3% | i | 0.3% | -34% | -12 | 6% | 1% | 30% | 1%
Cc1cccc(CCNC(=O)Cn2ncc3c(=O)oc4ccccc4c32)c1 | 3% | i | -0.1% | 16% | . | 11% | . | 7% | 0%
O=C(O)c1ccc(COc2ccc([N+](=O)[O-])cc2Cl)cc1 | . | ? | -0.5% | -38% | ? | . | . | 6% | .
CC1(C(=O)Nc2ccc3c(c2)OCCO3)CCN1Cc1ccc2ccccc2c1 (stereo unspecified) | . | i | 3.4% | -6% | -21 | . | . | ? | ?
O=C(O)c1cccc(N2C(=S)N=C(Nc3ccccc3)C23CCCCC3)c1 | -13% | i | 0.3% | 0% | 0 | -22% | 7% | 1% | 13%
CCc1cc(Br)ccc1N1C(=O)C2CC=CCC2C1=O (stereo unspecified) | -14% | i | 0.1% | 7% | 6 | ? | ? | -8% | 2%
CC1CCCN(C(=O)CCNC(=O)c2ccccc2Cl)C1 (stereo unspecified) | -1% | i | 0.0% | -4% | -3 | 2% | 0% | 0% | 3%
CN(Cc1ccccc1)C(=O)[C@@H]1CCCN1C(=O)OC(C)(C)C | . | i | -0.6% | . | -1 | . | . | . | -1%
COCCNC(=O)c1c(NC(=O)Cc2coc3cc(C)ccc23)sc2c1CCCC2 | 6% | i | 5.4% | -1% | . | ? | . | -2% | -9%
CCN(CC)S(=O)(=O)c1ccc(N2CCOCC2)c(NC(=O)c2ccccc2F)c1 | 8% | i | -0.7% | -2% | -6 | -5% | -3% | 1% | -14%
Cc1cc(C(=O)N/N=C/c2c(C)[nH]n(-c3ccccc3)c2=O)n[nH]1 | -2% | i | -0.5% | -15% | 0 | 1% | -1% | 28% | -9%
O=C(Nc1cccc2cccnc12)c1cccc2ccccc12 | -4%&-18% | i | 9.6%&8.3% | -28%&-3% | 9 | ? | ? | -34%&4% | 12%&12%
O=C(Cn1c(=O)c2cccn2c2cccnc21)N1CCN(c2ccccc2F)CC1 | 1% | i | 3.7% | -12% | 18 | 14% | 5% | 8% | -7%
Cc1nc(C)c(C(=O)O)c(-c2cccs2)c1C(=O)O | 1% | i | 0.2% | -41% | 8 | -25% | 2% | -1% | -4%
O=C(O)C1=CC2C=C(Cl)C=CC2OC1=O (stereo unspecified) | 5% | ? | 10% | -4% | 33 | -11% | 6% | 0% | -9%
COc1ccc(OCCCC(=O)Oc2ccc(OC)cc2)cc1 | 0% | i | -0.6% | -10% | -10 | -16% | -7% | 0% | -5%
Cc1cccc(-c2noc(-c3ccc(N4CCN(C)CC4)c([N+](=O)[O-])c3)n2)c1 | 11% | i | 0.5% | 6% | . | 21% | . | 12% | 5%
Cc1cccc(/C=N/NC(=O)c2cccc([N+](=O)[O-])c2)n1 | 3% | i | 2.5% | -4% | -10 | ? | 9% | -10% | -18%
c1ccc(Sc2nc(N3CCCCC3)nc(N3CCCCC3)n2)nc1 | -8% | ? | -0.1% | -26% | 23 | ? | ? | ? | 2%
CCOC(=O)C(=O)Nc1nnc2n1CCS2 | 13% | . | 0.4% | -2% | . | . | . | ? | .
O=C(CN(C(=O)CNC(=O)c1cccs1)c1ccc(F)cc1)NC1CCCCC1 | 1% | i | 2.4% | -6% | 2 | 0% | -2% | 9% | 2%
COc1ccccc1NC(=O)Cn1c(=O)n(CCCCCC(=O)NCc2ccccc2)c(=O)c2sccc21 | -5% | i | -0.8% | 0% | . | -6% | . | -3% | -9%
COCCCNC(=O)COc1cc2c(c3oc(=O)c(C)c(C)c13)CCC(C)(C)O2 | -4% | i | 2.1% | -19% | -7 | -3% | 6% | 0% | -25%
COc1cc(C(=S)N2CCOCC2)cc(OC)c1OC(=O)c1ccc(F)cc1 | 0% | i | -0.1% | 2% | 71 | 1% | -3% | -4% | -22%
O=C(NC(=S)NNC(=O)c1ccco1)c1ccc(Br)cc1 | 2% | i | 1.3% | 5% | 35 | 11% | -4% | -20% | .
C#Cc1cc(N2CCN(C(=O)c3ccoc3)CC2)n2nc(-c3cccc(Cl)c3)cc2n1 | . | 16µM* | -6.9% | -104% | -109* | . | . | -28% | ?
O=C(C1CCC(CNS(=O)(=O)c2ccc(F)cc2)CC1)N1CCOCC1 (stereo unspecified) | -8% | i | 0.3% | 15% | 43 | -22% | -4% | -13% | -3%
COc1ccc(N2CCN(C(=O)C3CCCN(S(=O)(=O)c4cccc5cccnc45)C3)CC2)cc1 (stereo unspecified) | 0% | ? | -0.6% | -12% | 8 | -23% | -4% | -3% | -19%
C=CCOC(=O)C1=C[C@H](c2ccc(Br)cc2)C[C@H](OCCCCO)O1 | -6% | i | 0.4% | -4% | 2 | 5% | 28% | 17% | 5%
O=C1CCN2C=Nc3cccc4ccc1c2c34 | 23% | . | -0.6% | -28% | 8 | -8% | 13% | 37%[activator] | -9%
Cc1nc(N)sc1-c1csc(Nc2ccc(S(N)(=O)=O)cc2)n1 | -4% | i | 16% | -2% | -55* | -9% | -1% | 3% | .
Cc1cccc(NC(=O)c2sc(-n3nc(C)c(CCC(C)C)c3C)nc2C)c1C | -1% | i | -1.0% | -10% | . | 25% | . | 2% | 14%
Cc1ccc(S(=O)(=O)N(Cc2ccccc2)c2ccccc2C(=O)NCc2cccnc2)cc1 | -5% | ? | -0.3% | 17% | 9 | 10% | -4% | 3% | -3%
O=C(Nc1cccc2c1CCCC2)c1cc(C2CCCCN2C(=O)CCCc2ccccc2)on1 (stereo unspecified) | . | ? | -1.2% | -33% | 0 | . | . | -25% | -11%
CCOC(=O)CNC(=S)N(Cc1ccccc1)Cc1cccs1 | 9% | i | -0.4% | -5% | -5 | -10% | -2% | -14% | -24%

Part of the list above in order of SMILES length, smallest number first.
SMILES | A549 viability | ATXN viability | Nrf2 activator | HepG2 tox | IL1B secr inh | Nrf2 block | MCF10A rereplic | TGFb SMAD3 inh | ATXN2 expr inh
O=C1CCN2C=Nc3cccc4ccc1c2c34 | 23% | . | -0.6% | -28% | 8 | -8% | 13% | 37%[activator] | -9%
CCOC(=O)CNC(=S)N(Cc1ccccc1)Cc1cccs1 | 9% | i | -0.4% | -5% | -5 | -10% | -2% | -14% | -24%
c1ccc(Sc2nc(N3CCCCC3)nc(N3CCCCC3)n2)nc1 | -8% | ? | -0.1% | -26% | 23 | ? | ? | ? | 2%
O=C(C1CCC(CNS(=O)(=O)c2ccc(F)cc2)CC1)N1CCOCC1 (stereo unspecified) | -8% | i | 0.3% | 15% | 43 | -22% | -4% | -13% | -3%
C=CCOC(=O)C1=C[C@H](c2ccc(Br)cc2)C[C@H](OCCCCO)O1 | -6% | i | 0.4% | -4% | 2 | 5% | 28% | 17% | 5%
COCCCNC(=O)COc1cc2c(c3oc(=O)c(C)c(C)c13)CCC(C)(C)O2 | -4% | i | 2.1% | -19% | -7 | -3% | 6% | 0% | -25%
O=C(Nc1cccc2c1CCCC2)c1cc(C2CCCCN2C(=O)CCCc2ccccc2)on1 (stereo unspecified) | . | ? | -1.2% | -33% | 0 | . | . | -25% | -11%
Cc1cccc(-c2noc(-c3ccc(N4CCN(C)CC4)c([N+](=O)[O-])c3)n2)c1 | 11% | i | 0.5% | 6% | . | 21% | . | 12% | 5%

The list continues:
SMILES | A549 viability | ATXN viability | Nrf2 activator | HepG2 tox | IL1B secr inh | Nrf2 block | MCF10A rereplic | TGFb SMAD3 inh | ATXN2 expr inh
O=C(NC1CC1)C1C2C3C4CC5C3C5C4C12 (stereo unspecified) | 4% | i | -0.3% | 12% | 0 | 22% | 2% | 0% | 26%
Cc1ccccc1Cn1c(CN2CCc3ccccc3C2)nc2c1c(=O)n(C)c(=O)n2C | 1% | i | 0.8% | -29% | -59* | -8% | 15% | ? | -5%
O=C(NCCc1c[nH]c2ccccc12)c1cccc(S(=O)(=O)Nc2ccccc2Cl)c1 | -1% | i | -0.1% | -3% | 10 | -26% | 8% | -29% | 3%
NC(=O)COc1c(-c2ccc(Br)o2)oc2ccccc2c1=O | 2% | i | 6.8% | -4% | ? | -16% | 2% | 23% | .
CC(C)CC(NC(=O)c1ccccc1)C(=O)N/N=C/c1ccco1 (stereo unspecified) | 1% | i | -0.2% | -4% | -11 | 10% | 5% | 15% | 18%
Cc1ccc(Cl)c2sc(NC(=O)C3CC3)nc12 | 3% | i | ? | 11µM* | 11 | -21% | -1% | ? | 6%
